Screening data as filed in PubChem BioAssay.
CHT inh: inhibitors of human choline transporter CHT; CHT-expressing cells, membrane potential dye, choline response; active compounds read low; B-score at 10 µM; High affinity choline transporter 1 (Homo sapiens), Q9GZV3; 310,000 compounds, 0.86% hits; AID 488975, 2010;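 active = B-score over 3 SD under the library average, and starting fluorescence ratio not unusually high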;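 also: choline stimulus applied at its EC90 after an EC20 pre-addition; B-score computed on integrated fluorescence ratio after choline addition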
Target sequence (Q9GZV3 whole entry, looked up): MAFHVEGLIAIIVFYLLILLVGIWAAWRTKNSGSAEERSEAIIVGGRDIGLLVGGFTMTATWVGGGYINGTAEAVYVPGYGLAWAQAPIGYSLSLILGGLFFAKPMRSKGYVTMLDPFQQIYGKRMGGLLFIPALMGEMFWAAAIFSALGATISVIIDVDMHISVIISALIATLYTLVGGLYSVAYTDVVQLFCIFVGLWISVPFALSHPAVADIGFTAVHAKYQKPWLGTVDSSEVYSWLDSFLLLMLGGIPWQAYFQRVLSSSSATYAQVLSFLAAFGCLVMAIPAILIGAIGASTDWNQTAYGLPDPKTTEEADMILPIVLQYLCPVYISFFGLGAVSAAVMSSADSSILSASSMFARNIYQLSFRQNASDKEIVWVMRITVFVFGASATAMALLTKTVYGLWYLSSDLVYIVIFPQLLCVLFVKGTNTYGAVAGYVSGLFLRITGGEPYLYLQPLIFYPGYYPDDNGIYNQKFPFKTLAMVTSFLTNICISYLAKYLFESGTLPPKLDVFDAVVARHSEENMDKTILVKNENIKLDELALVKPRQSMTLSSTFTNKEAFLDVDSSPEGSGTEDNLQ
Kir21 inh: inhibitors of mouse Kir2.1 inward-rectifier potassium channel. Inward rectifier potassium channel 2 (Mus musculus), P35561. HEK293-Kir2.1, FluxOR thallium flux fluorescence; active compounds read low. B-score at 10 µM. 310,000 compounds, 0.85% hits. AID 1672, 2009;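 active = fluorescence ratio B-score at or below minus 3 SD of library scores, with starting-brightness B-score within 2 SD, cut at about -4.2 in these data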;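 also: channel flux triggered by added potassium and thallium sulfate stimulus; B-score of peak minus minimum fluorescence over baseline after thallium stimulus; more negative B-score means stronger Kir2.1 block with less thallium influx; some compounds called inactive have numbers as strong as hits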
Target sequence (P35561 whole entry, looked up): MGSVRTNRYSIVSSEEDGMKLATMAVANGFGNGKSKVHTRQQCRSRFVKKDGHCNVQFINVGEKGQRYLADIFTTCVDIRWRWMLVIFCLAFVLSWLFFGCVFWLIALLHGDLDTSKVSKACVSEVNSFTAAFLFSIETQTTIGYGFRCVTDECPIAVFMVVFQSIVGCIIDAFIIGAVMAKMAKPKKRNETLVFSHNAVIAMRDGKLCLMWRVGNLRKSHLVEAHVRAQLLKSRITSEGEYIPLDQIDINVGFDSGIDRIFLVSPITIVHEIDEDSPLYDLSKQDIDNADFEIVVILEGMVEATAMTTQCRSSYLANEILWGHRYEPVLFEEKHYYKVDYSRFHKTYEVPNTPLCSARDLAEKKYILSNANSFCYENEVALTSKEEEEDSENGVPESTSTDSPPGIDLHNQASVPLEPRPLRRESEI
Active calls of the source: *; i = inactive; nt = no result given.

#	SMILES	Kir21 inh	CHT inh
1	O=C(CSc1ccc(Cl)cc1)Nc1ccc(C2SCCS2)cc1	0.13	i
2	Cc1[nH]c2ccc3c(ncn3CCC#N)c2c1C	-0.66	i
3	c1ccc(OCCCn2nnc(-c3ccc(N4CCOCC4)cc3)n2)cc1	-2.1	i
4	Cc1ccc(CN2C(=O)CC(Nc3ccc(N4CCOCC4)cc3)C2=O)cc1 (stereo not given)	2	i
5	CC(=O)n1c(=O)oc2ccccc21	0.43	i
6	O=C(CN1CCN(c2cccc(Cl)c2)CC1)c1ccc(O)cc1O	-0.04	i
7	Cc1ccc(NC(=S)NC2CCCC2)c(C)c1	-0.28	i
8	CN(NS(=O)(=O)c1ccc(Cl)cc1)c1nc(C(F)(F)F)nc2ccccc12	0.28	i
9	COc1ccc(CC(=O)N(Cc2ccccc2)C(C)C)cc1	-4.3*	i
10	CC(C)n1c(SCC(=O)NC2CC2)nnc1-c1ccco1	2	i
11	CCn1c(Cn2nnc(-c3ccccc3)n2)nnc1SCC(=O)Nc1cccc(C)c1C	-0.57	i
12	Cc1ccc(NC(=O)C2COc3ccccc3O2)nc1 (stereo not given)	0	i
13	Cc1ccnc(SCC(=O)Nc2cc(C)on2)n1	2.3	i
14	Cc1[nH]c2ccc(C(=O)O)cc2c1C	-1.3	i
15	CCOC(=O)[C@H]1[C@H]2COc3ccc(OC)cc3[C@@H]2N2C(=O)c3cc(C)ccc3NC(=O)[C@@]12C	nt	i
16	Cc1nnc(SCC(=O)Nc2cc(C(N)=O)cc(C(N)=O)c2)n1-c1ccccc1	1.6	i

With a hit mark in Kir21 inh, of those listed so far:
#	SMILES	Kir21 inh	CHT inh
9	COc1ccc(CC(=O)N(Cc2ccccc2)C(C)C)cc1	-4.3*	i

Other entries follow.
#	SMILES	Kir21 inh	CHT inh
17	CCOc1ccc(N(CC(=O)Nc2ccc(C)cc2)S(=O)(=O)c2c(C)[nH]c(=O)[nH]c2=O)cc1	-1.2	i
18	CC(C)(C)N(NC(=O)c1ccccc1)C(=O)c1cccc(C(=O)N(NC(=O)c2ccccc2)C(C)(C)C)c1	0.98	i
19	CN(C)CCCNc1ncnc2c1cnn2-c1ccccc1	-1.3	i
20	COc1ccc(-c2cc(C(=O)N(C)Cc3ccccc3)no2)cc1OC	1.2	i
21	O=C(NC1C2CCCC1CN(C1CC1)C2)c1ccc(Cl)cc1 (stereo not given)	0.01	i
22	COC(OC)C12c3ccccc3C(c3ccccc31)C1C(=O)N(c3cccnc3)C(=O)C12 (stereo not given)	3.5	i
23	Cc1ccc(OCCn2cc(C=O)c3ccccc32)cc1	1.4	i
24	CCOC(=O)N/N=C/c1c(C)nn(-c2ccccc2Cl)c1Cl	1.2	i
25	COc1cc2c(cc1OC)C(c1cccc(Br)c1)NC(=O)C2 (stereo not given)	-0.05	i
26	O=C(Cc1ccc([N+](=O)[O-])cc1)Nc1ccc(C(=O)N2CCOCC2)cc1	-0.21	i
27	CN(C)c1nc(N)nc(-c2cccnc2)n1	-0.75	i
28	COc1cc(C(=O)NCC2(N(C)C)CCCCC2)ccc1OCc1ccccc1	0.98	i
29	COc1ccc(OC)c2[nH]c(=O)c(CCNC(=O)C(C)C)cc12	-0.68	i
30	CCOc1ncnc2c1sc1nc(C)cc(C)c12	0.05	i
31	Cc1ccc(C)c(C(=O)O/N=C(\N)c2ccc(Br)cc2)c1	1.1	i
32	Cc1cc(OCC(=O)NCc2ccccn2)c2c(C)c(Cc3ccccc3)c(=O)oc2c1	-0.01	i
33	O=C(O)CSCC(=O)N1N=C2/C(=C/c3ccccc3)CCCC2C1c1ccccc1 (stereo not given)	0.09	i
34	Cc1ccc(C(C)C)c(OCC(=O)Nc2ccc3c(c2)nc(CN2CCCC2)n3C)c1	-2.2	i
35	CC(=O)NCC1(O)CCCC(C)C1 (stereo not given)	0.3	i
36	CC(=O)N(Cc1ccc(F)cc1)C1=C(NCCc2ccccc2)C(=O)c2ccccc2C1=O	-1.4	i
37	CCCCC1=NN(C(=O)c2cccnc2)C(O)(C(F)(F)F)C1 (stereo not given)	0.37	i
38	O=C(Nc1ccc(NC(=O)c2cccs2)cn1)c1ccco1	0.07	i
39	CN(C)c1nc(SCCOC(=O)Nc2ccccc2)nc(N(C)C)n1	-3.5	i
40	CCN(CC)CC(O)CN(c1ccccc1)S(=O)(=O)c1ccc2ccccc2c1 (stereo not given)	-0.58	i

Values in list order from above:
CHT inh for nos. 35 to 39 → i, i, i, i, i
Kir21 inh for nos. 35 to 39 → 0.3, -1.4, 0.37, 0.07, -3.5

The list continues.
#	SMILES	Kir21 inh	CHT inh
41	Cc1cccc(C(=O)N=c2c(C#N)cc3c(=O)n4cccc(C)c4nc3n2Cc2ccco2)c1	-1.1	i
42	COc1cccc(C2c3[nH]c4ccccc4c3CCN2Cc2cccc(C)n2)c1 (stereo not given)	1.6	i
43	CCOC(=O)CSC1=C(C#N)C(c2ccccc2)C(C(C)=O)=C(C)N1 (stereo not given)	1.2	-5.7*
44	COc1ccc(Cn2nnnc2CN(Cc2cc3cc(C)ccc3[nH]c2=O)C2CCCC2)cc1	2	i
45	COc1cc(CC(NC(C)=O)C(=O)NC2CCN(C(=O)Nc3ccc(C)cc3)CC2)cc(OC)c1 (stereo not given)	0.03	i
46	CCOC(=O)C1C(=O)CC(C)(O)C(C(=O)OCC)C1c1cc(Br)ccc1OC (stereo not given)	-0.05	i
47	CCn1c(=N)n(CC(=O)C(C)(C)C)c2ccccc21	0.68	i
48	Cc1ccc(CCNC(=O)C2CCC(=O)N2CCc2ccccc2)cc1 (stereo not given)	-2.2	i
49	COc1cc(Cl)c(CN2CCCC(CO)(Cc3ccccc3F)C2)cc1OC (stereo not given)	-1.5	i
50	Cc1cc(C)c(S(=O)(=O)N/N=C/c2ccc3c(c2)OCO3)c(C)c1	-0.4	i
51	N#CC1=C2N=C(N)c3ccccc3N2C2=C(C(=O)CCC2)C1c1cccc(Cl)c1 (stereo not given)	1	i
52	COc1ccc(NC(=S)Nc2cccc3ccccc23)cc1OC	-2.3	i
53	CC(Sc1ccccn1)C(=O)Nc1ccccc1 (stereo not given)	1.6	i
54	O=S(=O)(Cc1ccccc1)N1CCc2ccccc21	-3.4	i
55	CCOC(=O)c1[nH]c2ccc(OC)cc2c1NC(=O)OC	-1.4	i
56	COC(=O)c1ccc(CN2C(=O)NC3(CCCCC3)C2=O)cc1	1.5	i
57	O=C(CN(C(=O)c1csnn1)c1cccc(C(F)(F)F)c1)NCCc1ccccc1	0.31	i
58	COc1ccc2nc(SCC(=O)Nc3ccc4sc(C)nc4c3)c(C#N)cc2c1	-0.11	i
59	CCOc1ccc(C2CC(=O)N(Nc3ccc([N+](=O)[O-])cc3[N+](=O)[O-])C2=O)cc1 (stereo not given)	1.2	i
60	COc1ccc(C(=O)Nc2c3c(nn2-c2ccc(Cl)cc2)CS(=O)(=O)C3)cc1	0	i
61	COC(=O)c1sc(N)c(C(=O)OC)c1COC(=O)C12CC3CC(CC(O)(C3)C1)C2	-0.03	i
62	O=C(Nc1cccc(OC(=O)c2ccc(Br)o2)c1)c1ccccc1	-1.4	i
63	Cc1ccc(-c2cc(C(=O)N/N=C/C=C/c3ccccc3)n[nH]2)o1	-0.78	i
64	Cc1ccc(NC(=O)c2cccc(S(=O)(=O)N3CCCC3)c2)nc1	0.3	i
65	COc1ccc2[nH]c(C)c(CCNc3ccc(C(F)(F)F)cc3[N+](=O)[O-])c2c1	0.35	i
66	O=C(Cn1cc(C(F)(F)F)ccc1=O)Nc1ccc(N2CCOCC2)cc1	-0.71	i
67	Nc1nn(-c2ccccc2)c(N)c1N=Nc1ccc2c(c1)OCO2	1.2	i
68	CC(CCc1ccco1)N(C)S(=O)(=O)c1csc(C(N)=O)c1 (stereo not given)	-1	i
69	COC(=O)/C(C#N)=C/c1c(N2CCN(c3ccc(OC)cc3)CC2)nc2c(C)cccn2c1=O	-0.03	i
70	COc1ccc(C(=O)NC2CC2)cc1OC1CCN(C(C)CSC)CC1 (stereo not given)	-0.54	i
71	CCCN1C2CCCC1CC(NC(=O)c1ccc(F)cc1)C2 (stereo not given)	-2.2	i
72	CCOc1ccc(CNC(c2ccccc2)c2ccccc2)cc1	-0.11	i
73	CC(=O)N(c1ccc(Br)cc1)C1C=CS(=O)(=O)C1 (stereo not given)	0.33	i
74	COc1ccc(N(C)S(=O)(=O)c2cccc(C(=O)NC3CCC(C)CC3)c2)cc1 (stereo not given)	0.4	-6.3*
75	O=C(CSc1nncc2ccccc12)N1CCCCC1	-0.67	i
76	COc1ccc(C(=O)C2CCCN(Cc3cn[nH]c3-c3ccc(F)cc3)C2)cc1OC (stereo not given)	-0.77	i
77	CCCN1CCC(=O)N(CCSc2ccc(OC)cc2)CC1	0.85	i
78	O=C1c2cccc3c(N4CCOCC4)c([N+](=O)[O-])cc(c23)C(=O)N1c1cccc2ccccc12	1.3	i
79	COc1cc(C2N(c3ccc(F)cc3)C(=O)C3CCCN32)cc(OC)c1OC (stereo not given)	0.74	i
80	CN(C(=O)CSc1nc2ccc([N+](=O)[O-])cc2s1)C1CCS(=O)(=O)C1 (stereo not given)	0.14	i
81	COC(=O)CN1C(=O)C2(OCCCO2)c2cc(Br)ccc21	0.48	i
82	O=C(/C=C/c1cccc([N+](=O)[O-])c1)NC(=S)Nc1cccc(NC(=O)c2ccccc2Cl)c1	-2.1	i
83	N#Cc1ccccc1CSc1ncccc1C(=O)O	0.16	i
84	Cc1cc(C)c(S(N)(=O)=O)c(C)c1N(C)S(=O)(=O)c1ccccc1	0.13	i
85	COc1cc(CN(C)CCc2ccccn2)cc(OC)c1OC	-0.03	i
86	Cc1cc(OC(C)C(=O)N(Cc2ccco2)C2CCS(=O)(=O)C2)ccc1Cl (stereo not given)	0.38	i
87	COc1cc(Br)c(CN2C(=O)NC3(CCCCCC3)C2=O)cc1OC	1.4	i
88	CCNc1nc(Oc2ccc(F)cc2)cc(C(F)(F)F)n1	2.1	i

Given field by field: 4 of the compounds above
81. COC(=O)CN1C(=O)C2(OCCCO2)c2cc(Br)ccc21
  Kir21 inh: 0.48 | CHT inh: i
82. O=C(/C=C/c1cccc([N+](=O)[O-])c1)NC(=S)Nc1cccc(NC(=O)c2ccccc2Cl)c1
  Kir21 inh: -2.1 | CHT inh: i
83. N#Cc1ccccc1CSc1ncccc1C(=O)O
  Kir21 inh: 0.16 | CHT inh: i
84. Cc1cc(C)c(S(N)(=O)=O)c(C)c1N(C)S(=O)(=O)c1ccccc1
  Kir21 inh: 0.13 | CHT inh: i

Continuation:
#	SMILES	Kir21 inh	CHT inh
89	CC(=O)N1CCN(C2c3cccc4cccc(c34)C2NS(=O)(=O)c2ccccc2)CC1 (stereo not given)	1.3	i
90	COc1ccc(N2CCN(C(=O)c3ccc(C(C)(C)C)cc3)CC2)cc1	-0.38	i
91	O=C(CSc1nnnn1-c1cccnc1)Nc1ccc(OCc2ccccc2)cc1	-0.92	i
92	COc1ccc(OC)c(C2N(c3cc(C)on3)C(=O)C3CCCN32)c1 (stereo not given)	0.11	i
93	Cc1cc([N+](=O)[O-])ccc1-c1ccc(/C=N/NC(=O)Cc2ccccc2)o1	-0.02	i
94	COC(=O)CC1(c2ccccc2)C(=O)c2ccccc2C1=O	-3.4	i
95	COc1ccc(CNC(=O)Cn2nc([N+](=O)[O-])c(Br)c2C)cc1OC	-0.31	i
96	CCOc1ccc(S(=O)(=O)NCCC(=O)N(C)Cc2ccc(C)o2)cc1	0.01	i
97	CC(C)COC(=O)CCn1[nH]c(=O)c2ccccc2c1=O	-0.12	i
98	COc1cc(CNC(C)(C)CO)cc(Br)c1OCc1ccccc1	-0.07	i
99	COc1ccccc1NC(=O)C(CC=C(Cl)Cl)C(C)=O (stereo not given)	-1.4	i
100	O=C(CCN1C(=O)c2ccc([N+](=O)[O-])cc2C1=O)Nc1ccccc1C(=O)O	-2.4	i
101	O=C(CNC(=O)c1ccc(S(=O)(=O)N2CCCC2)cc1)N/N=C/c1ccc(F)cc1	-0.44	i
102	COc1ccc(C(=O)Nc2ccc(N3CCN(C(=O)c4cccs4)CC3)cc2)cc1Br	-0.83	i
103	CCOC(=O)/C=C1\SCC(=O)N1CC(=O)NC12CC3CC(CC(C3)C1)C2	0.89	i
104	O=C(Nc1ccc(Cl)c(Cl)c1)OCc1cncs1	1.5	i
105	CCC(=O)c1ccc(OCc2ccc(C(=O)OC)cc2)cc1	0.01	i
106	CSc1ccc(NC(=O)/C=C/C(=O)O)cc1	2	i
107	CCOC(=O)c1sc(NC(=O)c2cccnc2)c(C#N)c1C	-1.6	i
108	COC(=O)C(Cc1c[nH]c2ccccc12)NC(C)=O (stereo not given)	-0.42	i
109	OC1(c2ccccc2F)CCN(Cc2nnnn2CCc2ccccc2)CC1	0.7	i
110	O=C(NCC1CCCO1)c1cccc(NS(=O)(=O)c2ccccc2)c1 (stereo not given)	-1	i
111	CC1CCCCN1CCCNC(=O)C1CCCN(c2ncnc3c2nc2n3CCCCC2)C1 (stereo not given)	0	i
112	CCCCN=C1NN=C(c2ccc3c(c2)OCCO3)CS1	-0.15	i
113	O=C(CSc1ccccn1)Nc1nncs1	0.22	i
114	CNC(=O)NC(=O)C(OC(=O)CCNS(=O)(=O)c1ccccc1)c1ccccc1 (stereo not given)	0.8	i
115	CCOC(=O)N1CCN(C(=O)C2CCN(S(=O)(=O)c3ccc(OCC)cc3)CC2)CC1	1.4	i
116	CCOC(=O)C1(Cc2ccccc2)CCN(Cc2cnn(-c3ccccc3)c2)CC1	0.44	i
117	Cc1cc2c(cc1C)CN(c1ccccc1)C2	-2.9	i
118	O=C(CSc1nnc(-c2ccc(O)cc2)n1-c1ccccc1)CC(=O)Nc1ccccc1	0.6	i
